# mIAP act: mouse IAP activation. muIAP, CDP-Star luminescence, 30 min; stronger effect = higher value; 1 = vehicle-only enzyme signal, 0 = enzyme-free wells. activation factor at 10 µM. actives 0.24% (n = 330,000). AID 2805;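 active = activation factor of at least 2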; also: the source names both 10 and 20 µM as test concentration; values of inactives mirror those of a sister screen read the other way
#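 Assay system: mouse IAP enzyme; Reagent: CDP-Star chemiluminescent phosphatase substrate; Compound: DMSO-dissolved test compounds; Incubation: 30 min, room temperature; Technique: luminescence from enzymatic CDP-Star hydrolysis; Controls: DMSO-only wells and no-enzyme negative control.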
# APOBEC3A inh: inhibitors of human APOBEC3A DNA deaminase; P31941; recombinant A3A, FAM/TAMRA ssDNA deamination fluorescence; inhibition, % at 20 µM; actives 0.41% (n = 330,000);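 active = at least 40% inhibition at 20 µM here, with at most 30% in a related deaminase screen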;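 also: plate controls were A3A with DMSO for no effect and wells lacking A3A enzyme for full effect; some results filed as inactive read as strong as hits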
# Target sequence (P31941 whole entry, looked up): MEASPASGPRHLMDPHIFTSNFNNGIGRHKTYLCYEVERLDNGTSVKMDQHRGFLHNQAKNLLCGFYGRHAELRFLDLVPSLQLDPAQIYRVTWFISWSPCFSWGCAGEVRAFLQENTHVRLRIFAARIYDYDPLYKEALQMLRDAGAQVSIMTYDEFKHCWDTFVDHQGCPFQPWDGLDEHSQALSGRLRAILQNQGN
# ATG4B inhibitor: ATG4B (human) cysteine protease inhibition; actives 0.51% (n = 340,000); ATG4B cleavage of LC3-PLA2, NBD-HPC fluorescence, 1 h; Q9Y4P1; inhibition, % at 8.33 µM; in the data active = inhibition above about 40%
# Target sequence (Q9Y4P1 whole entry, looked up): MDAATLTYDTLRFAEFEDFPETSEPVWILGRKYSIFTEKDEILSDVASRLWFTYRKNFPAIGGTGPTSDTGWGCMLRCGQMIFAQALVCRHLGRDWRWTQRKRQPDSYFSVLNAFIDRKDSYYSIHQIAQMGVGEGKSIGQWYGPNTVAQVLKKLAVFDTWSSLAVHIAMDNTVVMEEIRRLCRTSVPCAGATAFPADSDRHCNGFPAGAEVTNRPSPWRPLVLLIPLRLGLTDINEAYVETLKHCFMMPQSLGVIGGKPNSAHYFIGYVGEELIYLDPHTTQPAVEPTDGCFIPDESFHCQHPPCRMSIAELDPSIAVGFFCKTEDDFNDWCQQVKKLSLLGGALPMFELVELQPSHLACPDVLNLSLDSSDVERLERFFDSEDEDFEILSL
# MPTP inh: blocks calcium-induced mitochondrial swelling. isolated mouse mitochondria, Ca2+ swelling absorbance, 30 min. inhibition, % at 10 µM. actives 1.4% (n = 360,000). AID 602449;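 active = inhibition of 50% or more, scaled per plate between neutral and stimulator controls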;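 also: 0% = DMSO wells given calcium and 100% = 1 mM EGTA wells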
# hIAP activ: increases human intestinal alkaline phosphatase activity. purified human IAP, CDP-Star luminescence, 30 min; stronger effect = higher value; 1 = vehicle-only enzyme, 0 = enzyme-free background. activation factor at 10 µM. actives 0.16% (n = 330,000). AID 2524;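 active = activation factor of the enzyme at least 2-fold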; also: the source names both 10 and 20 µM as test concentration; values of inactives mirror those of a sister screen read the other way
# A3G deaminase: blocks human APOBEC3G single-stranded DNA deamination | Q9HC16 | recombinant A3G, ssDNA deamination FAM/TAMRA fluorescence | inhibition, % at 20 µM | actives 0.28% (n = 330,000) | AID 493012;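 active = inhibition of at least 40% at 20 µM, with no more than 30% in the related APOBEC3A deaminase screen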;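 also: plate controls were DMSO wells with A3G for no effect and wells lacking A3G enzyme for full effect; some compounds called inactive have numbers as strong as hits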
# Target sequence (Q9HC16 whole entry, looked up): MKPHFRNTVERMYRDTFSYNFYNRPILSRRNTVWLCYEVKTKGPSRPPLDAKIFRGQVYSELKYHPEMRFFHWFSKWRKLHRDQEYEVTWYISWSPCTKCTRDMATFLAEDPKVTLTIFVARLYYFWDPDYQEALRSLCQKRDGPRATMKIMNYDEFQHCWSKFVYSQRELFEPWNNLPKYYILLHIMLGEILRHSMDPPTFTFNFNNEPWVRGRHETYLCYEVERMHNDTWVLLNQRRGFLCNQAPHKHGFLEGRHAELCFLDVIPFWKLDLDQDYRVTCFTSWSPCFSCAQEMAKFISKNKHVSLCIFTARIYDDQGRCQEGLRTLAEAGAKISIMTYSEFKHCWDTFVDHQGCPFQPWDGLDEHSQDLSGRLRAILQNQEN
# hIAP inh: blocks human intestinal alkaline phosphatase; actives 0.12% (n = 330,000); AID 2544; inhibition, % at 10 µM; purified IAP, CDP-Star luminescence, 30 min;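 active = inhibition reaching a set limit with compound at 10 µM in the primary screen, cut at about 35% in these data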;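 also: plate controls were DMSO wells with enzyme for no effect and no-enzyme buffer wells for full effect; values of inactives mirror those of a sister screen read the other way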
# beta cell repl: inducers of beta-cell replication in MIN6 cells; proliferation, % at 10 µM; MIN6 cells proliferation, ATPlite luminescence, 48 h; cells starved in 0.2% serum; 100% = growth in 10% serum; AID 2380; actives 0.29% (n = 330,000);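 active = compounds whose signal lies at least 3.5 SD above the mean of all wells on their plate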;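 also: 0% = DMSO-treated cells in low-serum medium and 100% = 10% serum control; some compounds called inactive have numbers as strong as hits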
# mIAP inh: mouse IAP inhibition; purified mouse IAP, CDP-Star luminescence, 30 min; inhibition, % at 10 µM; actives 0.2% (n = 330,000); AID 2806;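 active = inhibition of at least 40% at 10 µM in the primary screen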;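 also: plate controls were DMSO with enzyme for no effect and no enzyme wells for full effect; values of inactives mirror those of a sister screen read the other way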
# Starred values were filed as active, the others as inactive; · = not tested or not shown. The order is random, and some 3.3% of all compounds hit somewhere here.
Structure,mIAP act,APOBEC3A inh,ATG4B inhibitor,MPTP inh,hIAP activ,A3G deaminase,hIAP inh,beta cell repl,mIAP inh
Cc1cccc(NC(=O)COc2ccc(/C=N\n3cnnc3)cc2)c1,1.1,-1,-4,-0.2,0.99,-7,1,-3,-6
CCOC(=O)Cc1csc(N/N=C/c2ccc(Cl)cc2)n1,0.95,-6,-8,-0.9,1,-4,-2,-1,5
CC1CC(C)CN(CCCNC(=O)CCC(=O)N2CCOc3ccccc32)C1 (centres undefined),1.1,-4,1,-0.4,0.97,-4,3,-3,-11
O=C(CNC(=O)c1sc2ccccc2c1Cl)OCc1ccccc1,0.85,-2,-5,-1.3,0.86,-5,14,4,15
CC(C)CCNC(=O)C1CC(c2ccccc2C(F)(F)F)=NO1 (centres undefined),1,3,-3,0.6,1.1,11,-11,2,-2
CC(Oc1ccc(Cl)cc1Cl)c1nc(-c2ccccn2)no1 (centres undefined),0.92,-4,6,-0.5,0.83,-7,17,0,8
Cc1ccc(CCNC(=O)C2CCCN(c3ncnc4c3nc3n4CCCCC3)C2)cc1 (centres undefined),1.1,-3,-9,-3.1,1.2,-3,-23,1,-5
CCn1c(SCC(=O)NCCOC)nc2sc3c(c2c1=O)CCCC3,1,-5,-1,-0.6,0.99,-2,1,-1,-2

# Later entries
Structure,mIAP act,APOBEC3A inh,ATG4B inhibitor,MPTP inh,hIAP activ,A3G deaminase,hIAP inh,beta cell repl,mIAP inh
CCCc1cc(=O)oc2c(CNc3ccc(OCC)cc3)c(O)ccc12,0.94,1,-11,0.9,0.96,-8,4,-1,6
COc1cc(OC)cc(C(=O)Nc2nc3ccc(S(C)(=O)=O)cc3s2)c1,1,2,-7,2.8,0.96,0,4,-4,-2
COc1ccc(-c2nc(N)n(C(=O)c3ccccc3)n2)cc1,1,-2,-1,1.0,1.2,-7,-15,6,0
O=C(Nc1ccc(Cl)c(Cl)c1)Nc1ccc(N2CCCC2)c(S(=O)(=O)Nc2ccccc2Cl)c1,1.7,2,-2,100*,0.97,-10,3,-6,-70
C#CCOCCOCCOCCNc1nc(N2CCN(C(=O)[C@H](CCC(=O)O)n3cc(C(N)Cc4ccc(O)cc4)nn3)CC2)nc(N2CCN(C(=O)[C@H](Cc3ccc(O)cc3)n3cc(C(N)CC(C)C)nn3)CC2)n1 (some centres undefined),1,0,·,·,0.87,-2,13,-3,-3
CCOc1ccc(NC(=O)CN2CCCC2c2cccs2)cc1S(=O)(=O)N1CCCC1 (centres undefined),0.97,-1,0,-0.8,1.1,0,-6,-3,3
S=c1[nH]nc(-c2cc(-c3ccccc3)n[nH]2)n1/N=C/c1cccs1,1,-2,-14,5.5,1.5,21,-53,-2,0
CC(C)(C)n1nc(Cc2cccc3ccccc23)c2c(N)ncnc21,1.1,-3,4,2.0,0.93,-7,7,-5,-9

# Carrying on.
Structure,mIAP act,APOBEC3A inh,ATG4B inhibitor,MPTP inh,hIAP activ,A3G deaminase,hIAP inh,beta cell repl,mIAP inh
Cc1ccc(Nc2nc(N)c([N+](=O)[O-])c(N3CCCC(C)C3)n2)cc1C (centres undefined),0.81,2,10,55*,0.72,-5,28,-5,19
Cn1c(=O)c2c(nc(Br)n2C)n(C)c1=O,1.1,1,2,-2.2,1.3,-3,-30,0,-13
CCOC(=O)c1c(NC(=O)c2ccc(S(=O)(=O)N(C)CC3CCCO3)cc2)sc2c1CC(C)(C)NC2(C)C (centres undefined),0.95,-1,3,-1.7,1.2,-5,-23,-6,5
C=CCn1c(C)nnc1SCC(=O)NC1CCCCC1,0.98,-2,5,-0.4,1.2,-8,-23,3,2
Cc1ccc(SCC(=O)OCC(=O)NCc2cccs2)cc1C,0.99,-3,-5,0.6,0.83,-8,16,-2,0
Cc1nn2c(N3CCN(CCO)CC3)c3c(nc2c1-c1ccccc1)CCCC3,0.96,-2,-8,-3.2,1,-7,-4,-4,4
Cn1cnnc1SCc1ccc(C#N)cc1,1,3,-7,-2.1,1.1,0,-7,-2,-1
CC(OC(=O)C1CCCCC1)C(=O)Nc1ccc(S(N)(=O)=O)cc1 (centres undefined),0.94,-3,0,-1.0,1.1,-4,-6,-1,6

# Reprinted at random: 2 records from the list, in no set order.
Structure,mIAP act,APOBEC3A inh,ATG4B inhibitor,MPTP inh,hIAP activ,A3G deaminase,hIAP inh,beta cell repl,mIAP inh
Cc1nn2c(N3CCN(CCO)CC3)c3c(nc2c1-c1ccccc1)CCCC3,0.96,-2,-8,-3.2,1,-7,-4,-4,4
C=CCn1c(C)nnc1SCC(=O)NC1CCCCC1,0.98,-2,5,-0.4,1.2,-8,-23,3,2

# Filtered by structure, the entries above with two or more sulfur atoms (six)
Structure,mIAP act,APOBEC3A inh,ATG4B inhibitor,MPTP inh,hIAP activ,A3G deaminase,hIAP inh,beta cell repl,mIAP inh
CCn1c(SCC(=O)NCCOC)nc2sc3c(c2c1=O)CCCC3,1,-5,-1,-0.6,0.99,-2,1,-1,-2
COc1cc(OC)cc(C(=O)Nc2nc3ccc(S(C)(=O)=O)cc3s2)c1,1,2,-7,2.8,0.96,0,4,-4,-2
CCOc1ccc(NC(=O)CN2CCCC2c2cccs2)cc1S(=O)(=O)N1CCCC1 (centres undefined),0.97,-1,0,-0.8,1.1,0,-6,-3,3
S=c1[nH]nc(-c2cc(-c3ccccc3)n[nH]2)n1/N=C/c1cccs1,1,-2,-14,5.5,1.5,21,-53,-2,0
CCOC(=O)c1c(NC(=O)c2ccc(S(=O)(=O)N(C)CC3CCCO3)cc2)sc2c1CC(C)(C)NC2(C)C (centres undefined),0.95,-1,3,-1.7,1.2,-5,-23,-6,5
Cc1ccc(SCC(=O)OCC(=O)NCc2cccs2)cc1C,0.99,-3,-5,0.6,0.83,-8,16,-2,0

# Additional results:
Structure,mIAP act,APOBEC3A inh,ATG4B inhibitor,MPTP inh,hIAP activ,A3G deaminase,hIAP inh,beta cell repl,mIAP inh
COc1ccc(/C=N/Nc2ccccn2)cc1OC,1,-6,-6,0.7,0.98,-7,2,-3,-4
COc1ccc(-c2cnc(NCc3cc4c(cc3[N+](=O)[O-])OCO4)n2C)cc1,0.96,-8,3,11,0.94,-10,6,-2,4
Cc1nc(-c2ccccc2)[nH]c(=O)c1Oc1ccc(Cl)cc1Cl,0.95,3,0,11,1.4,4,-43,-3,5
CCN(CC)C(=O)c1sc(NC(=O)c2cccs2)c(C#N)c1C,1.1,-3,-5,-0.5,1.1,-10,-11,-2,-6
CCOC(=O)Nc1ccc(S(=O)(=O)N(C)C(C)C)cc1,1,-3,-13,1.0,0.98,0,2,1,-3
CCCN(CC(=O)Nc1ccccc1C)C(=O)c1ccc(C(=O)c2ccccc2)cc1,0.96,1,-7,-0.8,1.2,-4,-19,2,4
C/C(CCN1CCc2nc(-c3ccccc3)c(-c3ccccc3)cc2C1)=N\OC[C@@H](C)[C@H](OCc1ccccc1)C(C)C,1,-8,9,·,0.93,-13,7,-9,-2
O=S(=O)(c1ccccc1)N1CCN(C(=S)NCCCN2CCOCC2)CC1,0.94,2,0,-0.1,0.95,-2,5,1,6

# Next section.
Structure,mIAP act,APOBEC3A inh,ATG4B inhibitor,MPTP inh,hIAP activ,A3G deaminase,hIAP inh,beta cell repl,mIAP inh
CC(=O)Oc1ccc(/C=N\NC(=O)c2cc3c(ccc4ccccc43)o2)cc1,0.94,21,2,0.2,0.87,0,13,-1,6
CN1C2C=C(N(CCc3c[nH]c4ccccc34)C(=O)c3ccc(Cl)cc3)CC1CC2 (centres undefined),1.1,1,-13,-0.4,0.99,0,1,-5,-5
CCOC(=O)NCc1ccc(Cl)c(Cl)c1,0.94,-2,-11,-0.1,1.1,-4,-9,3,6
Cc1cccc(NC(=O)C2CCN(S(=O)(=O)c3c(C)[nH]c(=O)[nH]c3=O)CC2)c1,0.99,0,-1,1.8,0.99,-7,1,0,1
CC(C)OC(=O)N(C)c1ccc(C(O)(C(F)(F)F)C(F)(F)F)cc1,0.97,-5,-25,4.0,0.93,-3,7,-1,3
COc1cc(-c2[nH]ncc2CN2CCSCC2)cc(OC)c1OC,0.99,0,0,0.1,1,-3,-2,0,1
Cc1cnc(C(=O)OC(C)C(=O)NC2CCCc3ccccc32)cn1 (centres undefined),1.1,0,-1,0.0,1.1,-5,-10,2,-6
O=[N+]([O-])c1ccc(OCc2cnc(Cl)s2)c([N+](=O)[O-])c1,1,-4,-6,0.6,0.93,-11,7,-3,-3

# Next structures.
Structure,mIAP act,APOBEC3A inh,ATG4B inhibitor,MPTP inh,hIAP activ,A3G deaminase,hIAP inh,beta cell repl,mIAP inh
Cc1noc(C)c1NC(=O)N(C)C[C@H]1Oc2c(NS(=O)(=O)c3cn(C)cn3)cccc2C(=O)N([C@H](C)CO)C[C@@H]1C,1,-1,-1,-1.6,0.98,-5,2,2,-4
Cc1ccc(C(C)C)c(OCCNS(C)(=O)=O)c1,0.96,3,-12,-3.0,1,-1,-1,-1,4
CN(C)S(=O)(=O)c1ccc(C(=O)OCc2nnc(-c3ccccc3)o2)cc1,0.94,5,-3,1.1,1.1,16,-12,1,6
CC1=C(C(=O)OCc2ccccc2)C(c2ccc(-c3ccccc3)cc2)NC(=O)N1CCCC(=O)O (centres undefined),0.94,-6,·,·,1,-5,0,-4,6
O=C(COC(=O)C1=Cc2ccccc2OC1)NCc1ccccc1,0.9,-1,-1,0.0,1,-1,-2,-4,10
Cc1cc(C(=O)Nc2nc3c(s2)CCCC3)no1,0.94,-3,-4,0.2,0.76,-5,24,0,6
Cc1cc(SCc2ccccc2F)nc(=O)[nH]1,1,1,0,-1.6,1.1,-4,-12,3,-4
Cc1ccc(-c2sc(C(=O)NN)c(C)c2C#N)cc1,1.1,-3,-10,3.0,1,-3,-1,-4,-7

# Molecules listed so far containing a cyano group (3):
Structure,mIAP act,APOBEC3A inh,ATG4B inhibitor,MPTP inh,hIAP activ,A3G deaminase,hIAP inh,beta cell repl,mIAP inh
Cn1cnnc1SCc1ccc(C#N)cc1,1,3,-7,-2.1,1.1,0,-7,-2,-1
CCN(CC)C(=O)c1sc(NC(=O)c2cccs2)c(C#N)c1C,1.1,-3,-5,-0.5,1.1,-10,-11,-2,-6
Cc1ccc(-c2sc(C(=O)NN)c(C)c2C#N)cc1,1.1,-3,-10,3.0,1,-3,-1,-4,-7

# Screens from PubChem BioAssay.
